From PubChem
RAD54 inh – inhibitors of human RAD54 branch migration, primary screen, biochemical, fluorescence, single point | DNA repair and recombination protein RAD54-like (Homo sapiens), Q92698 | RAD54 Holliday junction branch migration, FAM/BHQ fluorescence | inhibition, % at 10.4 µM | actives 0.14% (n = 360,000);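 active = mean normalized replicate activity at least 40 and at least half of replicates scoring 40 or more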;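 also: 0% = median of neutral control wells and 100% = median of positive control wells; inhibitors cause a drop in the FAM fluorescence signal; in these data hits start at about 50%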
Target sequence (Q92698 whole entry, looked up): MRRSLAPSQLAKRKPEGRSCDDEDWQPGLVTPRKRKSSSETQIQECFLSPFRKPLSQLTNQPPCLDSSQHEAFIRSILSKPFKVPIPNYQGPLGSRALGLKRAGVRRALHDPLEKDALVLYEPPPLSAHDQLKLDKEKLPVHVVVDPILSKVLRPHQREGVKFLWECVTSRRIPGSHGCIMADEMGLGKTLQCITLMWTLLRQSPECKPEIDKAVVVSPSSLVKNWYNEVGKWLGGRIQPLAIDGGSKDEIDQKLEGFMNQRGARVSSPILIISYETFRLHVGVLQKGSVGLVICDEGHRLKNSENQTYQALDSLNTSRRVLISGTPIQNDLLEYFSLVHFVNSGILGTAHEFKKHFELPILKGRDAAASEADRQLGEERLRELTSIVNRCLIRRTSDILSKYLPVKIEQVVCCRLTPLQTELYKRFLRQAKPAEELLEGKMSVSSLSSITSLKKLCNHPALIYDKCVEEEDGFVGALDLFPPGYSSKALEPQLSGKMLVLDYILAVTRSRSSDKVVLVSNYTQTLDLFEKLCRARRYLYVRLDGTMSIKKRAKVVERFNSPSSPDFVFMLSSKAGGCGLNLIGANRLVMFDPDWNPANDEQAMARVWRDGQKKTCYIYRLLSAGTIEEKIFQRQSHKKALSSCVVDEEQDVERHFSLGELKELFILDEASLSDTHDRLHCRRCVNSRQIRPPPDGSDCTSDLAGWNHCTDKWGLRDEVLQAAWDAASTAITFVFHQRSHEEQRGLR
ARNT TACC3 PPI – disruptors of ARNT/TACC3 protein interaction, primary screen, biochemical, AlphaScreen, single concentration | Transforming acidic coiled-coil-containing protein 3 (Homo sapiens), Q9Y6A5 | AlphaScreen His-ARNT PAS-B/GST-TACC3 binding, luminescence; TACC3 fragment carries E629A point mutation | inhibition, % at 9.99 µM | actives 0.66% (n = 390,000) | AID 623870, 2012;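 active = mean inhibition of replicates at least 50% and at least half of replicates each reaching 50%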;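 also: 0% = complete ARNT plus TACC3 wells and 100% = ARNT alone without TACC3; many hits fall short of the cut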
esBAF inh – Bmi1 luciferase reporter increase in mESCs, primary screen, esBAF inhibitor project, mouse ES cells, Bmi1 luciferase knock-in, single point. 24 h; 100% = twice the neutral-well signal. reporter increase, % at 12.5 µM. actives 2% (n = 350,000). AID 602393, 2012; in the data active = activation above about 40%;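 also: 0% = median of the plate's neutral control wells and 100% = double that signal; a rise in the Bmi1 reporter signal indicates esBAF inhibition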
Starred values were filed as active, the others as inactive. Only part of the results is shown. The share of hits here may be higher or lower than overall.

Value order – RAD54 inh	ARNT TACC3 PPI	esBAF inh
- CC(OC(=O)CN(C)S(=O)(=O)c1ccc(Cl)cc1)C(=O)Nc1cccc(Cl)c1 (stereo unspecified)
→ 0.3	-2.4	1.1
- Cc1ccc(N2CCN(CCc3nc4cc(NC(=O)c5ccco5)ccc4n3C)CC2)cc1
→ 8.8	-14.7	9.0
- CCOC(=O)c1ccc(OCC(=O)c2ccc(O)cc2O)cc1
→ 0.2	4.4	18.1
- Cc1[nH]c2ccccc2c1C(=O)COC(=O)C1CCC(=O)N1 (stereo unspecified)
→ 4.6	-3.0	0.5
- CCCCOc1ccccc1NC(=O)CC1SC(=NCC)N(CC)C1=O (stereo unspecified)
→ -1.5	-8.1	0.2
- COc1cccc(C=Nc2ccccc2C(=O)Nc2nccs2)c1OC
→ -1.8	19.4	-1.1
- O=C(Cn1nnc2c(cnn2-c2ccc(F)cc2)c1=O)OC1CCCCC1
→ -8.6	-17.7	8.8
- CCOC(=O)c1[nH]c2ccccc2c1NC(=O)CN1CCCCC1
→ -4.9	5.0	2.9
- COC(=O)CCC(=O)c1oc2ccccc2c1NC(=O)CCCN1C(=O)c2ccccc2C1=O
→ -2.9	-7.3	-4.4
- C=CCn1c(=N)n(CC(O)c2ccco2)c2ccccc21 (stereo unspecified)
→ -14.7	-5.2	-2.5
- Cc1c(NC(=O)c2cccnc2Cl)c(=O)n(-c2ccccc2)n1C
→ -11.0	-9.8	-8.1
- CCOc1ccccc1C(=O)Nc1cccc(-c2nnc(-c3ccccc3)o2)c1
→ 4.2	-3.5	-3.0
- C/C=C/c1ccc(OCCn2cncn2)c(OC)c1
→ -11.3	-0.5	1.4
- CC(C)[C@@H](C(=O)NCC1CCC(C(=O)O)CC1)n1nnc2ccccc2c1=O (stereo partly specified)
→ 0.5	-3.2	-1.9
- COc1ccc(-n2nc(C(=O)NCc3ccco3)c3c4ccccc4n(C)c3c2=O)cc1Cl
→ 8.0	3.9	-9.5
- COc1ccc(Oc2nc(Oc3ccc(OC)cc3)nc(Oc3ccc(OC)cc3)n2)cc1
→ 3.7	-3.2	-4.8
- CCn1c(SCC(=O)Nc2nc3ccc(C)cc3s2)nc2c(c1=O)SC(C)C2 (stereo unspecified)
→ 5.5	2.0	-38.2
- CCOc1cc(N2CCOCC2)c(OCC)cc1NC(=O)CSc1cccc[n+]1[O-]
→ -2.5	19.9	-4.7
- Cn1ncc(Br)c1C(=O)Nc1ccc(Cl)cn1
→ 1.7	-1.2	19.7
- CCOc1ccc(NC(=O)C(CC)NC(=O)c2ccccc2CO)cc1 (stereo unspecified)
→ 4.3	-8.1	-1.5
- CCN(CC)c1nc2ccccc2nc1C(C#N)C(=O)NCCc1ccccc1 (stereo unspecified)
→ -39.2	-2.4	-4.5
- COCCNC(=O)COC(=O)/C=C/c1cnc2ccccc2n1
→ -5.0	-0.4	16.0
- CCOCCn1c(CN2CCN(c3ccccc3)CC2)nc2c1c(=O)n(C)c(=O)n2C
→ -2.8	-20.2	-5.3
- N#CCCC12CCCCC1=Nc1ccccc12 (stereo unspecified)
→ -9.7	-2.1	4.6
- CC(=O)c1c(C)n(C)c2ccc(OC(=O)c3ccco3)cc12
→ -5.0	-1.8	-4.2
- O=S(=O)(NCC1CCCO1)c1cccc(C(F)(F)F)c1 (stereo unspecified)
→ -1.1	-0.9	-0.2
- Cc1cc(Cl)ccc1OCC(=O)N1CC(C)CC(C)C1 (stereo unspecified)
→ -3.9	0.1	-12.3
- Cc1nc2ccc(C(=O)N3CCSCC3)cc2s1
→ -2.8	11.3	12.1
- O=C(CSCC(=O)Nc1ccc2ccccc2c1)NCc1ccccc1
→ -1.3	-7.7	-2.6
- C=C(Cl)COC(=O)C1C2C=CC(C2)C1C(=O)O (stereo unspecified)
→ -5.5	-7.0	-7.9

New compounds follow
Value order – RAD54 inh	ARNT TACC3 PPI	esBAF inh
- CCOC(=O)C1[C@H]2C(=O)N(CCCOC)C[C@]23C=C[C@H]1O3 (stereo partly specified)
→ 7.5	-8.9	-2.2
- CC(C)Nc1nc(NC(C)C)nc(NS(=O)(=O)c2ccc(N)cc2)n1
→ 5.7	-3.6	2.5
- CC(C)(C)n1nnnc1C(c1cccs1)N1CCN(Cc2ccc3c(c2)OCO3)CC1 (stereo unspecified)
→ -12.4	0.5	-1.5
- Cc1onc(-c2c(F)cccc2Cl)c1C(=O)NCc1cccs1
→ -5.8	-13.2	-6.4
- CCCC(C)NC(=O)c1ccc(C2SCC(=O)N2Cc2ccco2)cc1 (stereo unspecified)
→ 1.2	-1.0	-1.2
- CCSc1nnc(NC(=O)c2cccc(OCc3c(C)noc3C)c2)s1
→ 3.8	-1.5	3.9
- COc1ccccc1N1CCN(CC(O)COc2ccc(S(=O)(=O)N3CCOCC3)cc2)CC1 (stereo unspecified)
→ -3.8	-8.1	4.8
- COc1cccc(C2C(C(=O)NCc3ccccc3)=C(C)Nc3ncnn32)c1 (stereo unspecified)
→ 10.9	-3.0	7.5
- COc1ccc(OC(C)C(=O)N2CCc3ccccc3C2)cc1 (stereo unspecified)
→ -10.1	0.6	2.3
- CC(=O)c1ccc(NC(=O)c2ccc(NC(=O)c3ccco3)cc2)cc1
→ -3.8	-11.6	-1.6
- CC(=O)N1CCN(c2cccc(C)c2C)CC1
→ 1.4	-3.3	4.0
- CCC(Oc1ccccc1)C(=O)Nc1nc2c(s1)C(=O)CC(C)(C)C2 (stereo unspecified)
→ -9.3	-1.0	-6.8
- Cc1ccsc1C(=O)NNC(=O)Nc1ccc(Cl)c(Cl)c1
→ -1.7	-0.5	14.9
- CCCCOC(=O)Nc1nc(C)c(C(=O)OCC)s1
→ -3.7	-9.7	27.5
- NC(=O)COC(=O)CCCc1nc2ccccc2s1
→ -0.4	15.7	-6.7
- CCOC(=O)c1nnn(CC(=O)Nc2ccccc2OC)c1C(=O)OCC
→ 15.6	-7.2	6.6
- CC(=O)Nc1ccc(C2=NN(CC#N)C(=O)SC2)cc1
→ 10.9	-1.2	-2.5
- CCCc1nc2ccccc2c(=O)n1-c1c(C)n(C)n(-c2ccccc2)c1=O
→ 7.1	0.4	-9.6
- O=C1c2ccccc2C(=O)N1CCSc1nnc(-c2ccco2)n1Cc1ccccc1
→ 2.2	-4.4	11.1
- CCOC(=O)c1ccc(N/C=C2/CCCC(C)C2=O)cc1 (stereo unspecified)
→ -3.1	0.8	16.0
- O=C1CC(N2CCN(c3ccccc3F)CC2)C(=O)N1c1ccc2c(c1)OCCO2 (stereo unspecified)
→ -13.8	2.5	1.7
- O=C(/C=C/Nc1cccc([N+](=O)[O-])c1)c1ccco1
→ -2.6	-6.3	26.4
- COc1cccc([C@@H]2Oc3ccc(OC)cc3C(=O)[C@H]2O)c1
→ -1.9	0.7	23.8
- O=C(Cc1ccccc1)NCC1CCCO1 (stereo unspecified)
→ -6.1	25.5	-0.8
- Cc1ccc(-c2cnc(-c3ccncc3)o2)cc1
→ 7.3	17.4	45.3*
- COc1ccc(C(=O)Nc2cc(C(=O)c3ccccc3)c(C)oc2=O)cc1
→ -9.8	0.5	-1.0
- COc1ccc(C2C(C(=O)N3CCOCC3)CCC(=O)N2c2cc(OC)c(OC)c(OC)c2)cc1 (stereo unspecified)
→ -11.5	-2.4	-1.6
- CC(C)C(NS(=O)(=O)c1cccs1)C(=O)NCCN1CCN(c2ccccc2)CC1 (stereo unspecified)
→ -1.9	0.9	6.7
- COc1ccc2cc(CN(CCc3ccccc3)Cc3nnnn3Cc3ccco3)c(=O)[nH]c2c1
→ -3.5	4.8	0.3
- CC(C)(C)OC(=O)NCCCC[C@H](NC(=O)c1[nH]cnc1C(=O)Nc1ccc(Cl)cc1)C(=O)OC(C)(C)C
→ -1.2	-5.0	5.5

(next part)
canonical_smiles	RAD54 inh	ARNT TACC3 PPI	esBAF inh
COc1cccc(-c2nn(C)c3sc(C(=O)NCc4ccccn4)cc23)c1	6.6	-3.1	-1.5
Cc1ccc(NC(=O)/C(=C\c2ccc3c(c2)OCO3)NC(=O)c2ccco2)cc1	-6.3	-3.8	-5.7
Cc1cc(C)n(-c2cc(N3CCN(C(=O)c4ccc(C(C)(C)C)cc4)CC3)ccc2[N+](=O)[O-])n1	-4.2	-1.0	17.1
CCc1ccc2[nH]c(=O)c(CN(Cc3ccccc3OC)Cc3nnnn3Cc3ccco3)cc2c1	-16.0	3.5	21.5
CC(C)Cc1ccc(S(=O)(=O)N2CCCC2)cc1	1.1	9.8	7.2
Cc1ccc(N2CC(C(=O)OCc3ccc([N+](=O)[O-])cc3)CC2=O)cc1 (stereo unspecified)	1.6	2.1	-9.7
Cn1nnnc1SCC(=O)NC1CCCCC1	1.9	-4.8	-4.2
COc1cccc(C2C(C(=O)Nc3ccc(C)cc3C)=C(C)Nc3ncnn32)c1OC (stereo unspecified)	-2.4	-6.4	-0.7

The closing two compounds of the part before come first, to join the parts.
canonical_smiles	RAD54 inh	ARNT TACC3 PPI	esBAF inh
Cn1nnnc1SCC(=O)NC1CCCCC1	1.9	-4.8	-4.2
COc1cccc(C2C(C(=O)Nc3ccc(C)cc3C)=C(C)Nc3ncnn32)c1OC (stereo unspecified)	-2.4	-6.4	-0.7
O=C(Nc1ccccc1-c1ccccc1)c1ccc(Br)o1	-3.0	0.0	-2.1
C[C@@H]1NC(=O)c2cc([N+](=O)[O-])cc(I)c2OCC[C@@H](C(N)=O)NC(=O)[C@H](CCCCN)NC1=O	-11.6	1.8	-8.2
O=C(OCC(=O)N1CCN(C(=O)c2ccco2)CC1)c1ccccc1O	5.5	-10.8	4.0
CCCN1C(=O)C(NC(=O)c2ccncc2)(C(F)(F)F)C2=C1CC(C)(C)CC2=O (stereo unspecified)	3.4	-2.9	-1.4
COc1ccc(C(C(=O)NC(C)(C)C)N(CC2CCCO2)C(=O)CCC(=O)Nc2cc(C)on2)cc1 (stereo unspecified)	-8.7	-5.3	4.9
COC(=O)c1ccccc1NC(=O)c1ccc(Cn2cc(Cl)cn2)o1	6.2	-17.3	-8.1
CSc1nncn1/N=C/c1ccccc1F	7.2	-19.1	-8.4
Cc1nn(C(C)(C)C)c(OC(=O)c2ccco2)c1Sc1ccccc1	3.7	-2.5	-16.8

Gathered by group: the entries above containing a CF3 group (two)
canonical_smiles	RAD54 inh	ARNT TACC3 PPI	esBAF inh
O=S(=O)(NCC1CCCO1)c1cccc(C(F)(F)F)c1 (stereo unspecified)	-1.1	-0.9	-0.2
CCCN1C(=O)C(NC(=O)c2ccncc2)(C(F)(F)F)C2=C1CC(C)(C)CC2=O (stereo unspecified)	3.4	-2.9	-1.4

Remaining list, next part:
canonical_smiles	RAD54 inh	ARNT TACC3 PPI	esBAF inh
COc1cc(NC(=O)c2cccs2)ccc1NC(=O)c1ccco1	-12.6	-2.6	91.9*
Cn1cnc2c1c(=O)n(Cc1ccc(F)cc1Cl)c(=O)n2C	-5.7	-3.4	2.9
COc1ccc(NC(=O)c2cc(-c3ccccc3OC)on2)cc1	-2.0	-9.1	12.6
COc1ccccc1Nc1nn2c(=O)c3ccc(C(=O)NCc4cccnc4)cc3nc2s1	-2.6	9.5	-5.5
CCOC(=O)C1CCCN(CCC(=O)Nc2ccccc2)C1 (stereo unspecified)	-0.9	-8.7	6.5
O=C(c1scc2c1CCCC2)N1CCCCC1	0.3	-13.1	1.6
CSc1ccccc1NC(=O)c1ccncc1	2.4	-17.5	1.4
COCCNC(=O)C(C#N)c1nc2ccccc2nc1N1CCCCCC1 (stereo unspecified)	4.2	3.4	3.3

(continued)
canonical_smiles	RAD54 inh	ARNT TACC3 PPI	esBAF inh
COC(=O)CC1=C(C(=O)OC)C(c2ccc3c(c2Cl)OCO3)C(C#N)=C(N)O1 (stereo unspecified)	7.9	-17.5	8.1
O=C(O)CSc1nnc(CNc2ccccc2Cl)n1-c1ccccc1	-2.2	-0.9	-1.5
CN1CCc2c(sc(NC(=O)c3ccc(S(=O)(=O)N4CCOCC4)cc3)c2C(N)=O)C1	5.8	-6.5	1.5
O=[N+]([O-])c1cccc(-c2nnn(C34CC5CC(CC(C5)C3)C4)n2)c1	1.5	0.7	49.6*
CCc1cccc(NC(=O)C2CCCC2)c1	-3.2	5.5	-1.3
CCCCCn1nc(C)c2c(C)cc(=O)[nH]c21	-0.7	-0.9	-4.5
O=C(Nc1nc(N2C(=O)c3ccccc3C2=O)n(-c2ccccc2)n1)c1ccc(Cl)cc1	2.6	1.2	-4.1
Cc1ccc(Nc2nc(N3CCOCC3)nc(N3CCOCC3)n2)cc1	-8.6	-7.1	7.2

Continued:
canonical_smiles	RAD54 inh	ARNT TACC3 PPI	esBAF inh
COc1ccc(-c2nn(-c3ccccc3)cc2CO)cc1OC	-9.6	10.0	6.4
O=C(COC(=O)c1cccnc1)Nc1ccccc1	-2.7	-19.2	-1.4
CC(C)(C)OC(=O)N1CCCC1C(=O)N1CCc2ccccc21 (stereo unspecified)	-5.3	-8.9	-2.0
O=C1OCCC1Sc1nc2ccccc2n1-c1ccccc1 (stereo unspecified)	-0.7	-0.9	-1.4
CCN(CC(=O)Nc1ccccc1OC)C(=O)C1CC2C=CC1C2 (stereo unspecified)	-3.0	27.7	3.2
Oc1ccc(Nc2nc(-c3cccnc3)cs2)cc1	-3.5	-5.9	38.9
O=S(=O)(Cc1cc(Oc2ccccc2)nc(-c2ccccc2)n1)c1ccccc1	-3.5	14.2	-3.0
CCCCNC(=O)C1C2C=CC3(CN(Cc4ccccc4Cl)C(=O)C13)O2 (stereo unspecified)	6.8	-3.0	-6.7
CCCn1c(=NC(=O)c2ccco2)c(C(=O)OCC)cc2c(=O)n3ccccc3nc21	20.6	-1.8	1.8
